ALOX12 inh: inhibitors of human 12S-lipoxygenase ALOX12. P18054. purified 12hLO, xylenol orange hydroperoxide absorbance. Potency, µM (titrated, usually from 108 µM), inactives show at the highest dose activity change, negative = inhibition, hits mostly inhibitors. 580,000 compounds, 1.1% hits; note: potency is the fitted concentration of half-maximal effect; % is set by controls: 0 for no effect and ±100 for the full control effect
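Purified human 12hLO at 150 nM in 25 mM Hepes, 0.01% Triton X-100, pH 7.0, preincubated 15 min at room temperature with compound. Reaction started with 40 uM arachidonic acid, 30 min at room temperature. Hydroperoxide measured by Fe-xylenol orange, 573/405 nm absorbance ratio.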
POLK inh: blocks human DNA polymerase kappa activity; Q9UBT6; purified Pol kappa, fluorescent DNA synthesis assay, 10 min; Potency, µM (highest dose often 107 µM), without a hit: at the highest dose activity, negative = inhibition, hits mostly inhibitors; 400,000 compounds, 0.53% hits; note: potency is the fitted concentration of half-maximal effect; % is set by controls: 0 for no effect and ±100 for the full control effect
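10 nM Pol kappa preincubated 15 min at room temperature with compounds, then reaction started with substrate at 50 nM final. Fluorescence read kinetically at 0 and 10 min; buffer-only wells served as negative control.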
ERG-DNA inh: blocks human ERG Ets domain binding to DNA; P11308; fluorescence polarization, His-ERG Ets domain / labelled DNA; Potency, µM (highest dose often 76.9 µM), for inactives: at the top dose FP activity, negative = inhibition, hits mostly inhibitors; 370,000 compounds, 0.028% hits; active = well fitted inhibition curve with a large enough effect in the polarisation, with a control signal flat; inconclusive = small, poorly fitted or top-dose-only effect, or effect the other way, or a change in a side signal; inactive = no such curve, though single readings can be large or run the other way; the % refers to the polarisation;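 note: polarization taken with two DNA probes labelled with fluorescein and Texas red; potency is the fitted concentration of half-maximal effect; % of control where 0% means no effect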
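His-tagged ERG Ets domain (1 uM in the protein solution; 300mM KCl, 50mM Tris-HCl, 1mM EDTA, 1mM DTT, pH 7.5) received compound, then a probe mix of 5 nM fluorescein-DNA and 100nM Texas-615-DNA. Fluorescence polarization was read for both dyes.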
TRHR ag: agonists of human TRH receptor; P34981; TRHR cells, calcium flux fluo-8, FDSS agonist mode; activation, % at 2 µM; 360,000 compounds, 0.18% hits; in the data active = activation above about 30%; note: 0% is about no effect
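TRHR-expressing cells loaded with fluo-8 calcium dye; 23 nL library compound pin-transferred, kinetic FDSS fluorescence (Ex 480/Em 530) recorded about 180 s for agonist-induced calcium release, before a 10 nM TRH EC20 addition for potentiator mode.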
BLM inh: inhibitors of human Bloom syndrome helicase BLM; recombinant BLM DNA unwinding, fluorescence dequenching; 350,000 compounds, 0.2% hits; AID 2528; Potency, µM (titrated, usually from 56.1 µM), for inactives: at the highest dose activity change, negative = inhibition, most hits filed as inhibitors; P54132;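 note: potency is the fitted concentration of half-maximal effect; plate controls were vehicle for no effect and no enzyme for full effect; nearly all actives have a fitted effect of over 35% in size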
POLB inh: DNA polymerase beta (human) inhibition | P06746 | Pol beta primer extension/strand displacement, fluorescence kinetic | Potency, µM (highest dose often 114 µM), without a hit: at the top dose activity change, negative = inhibition, usual class: inhibitors | 340,000 compounds, 1.3% hits | AID 485314; note: potency is the fitted concentration of half-maximal effect; % is set by controls: 0 for no effect and ±100 for the full control effect
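Values derive from four-parameter Hill fits of normalized kinetic data: reads at 0 and 10 min following addition of 50 nM substrate to 10 nM Pol beta preincubated 15 min with compound.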
POLI inh: inhibitors of human DNA polymerase iota | Q9UNA4 | Pol iota fluorescent replication assay, 10 min | Potency, µM (highest dose often 115 µM), for the others: top-dose activity, negative = inhibition, usual class: inhibitors | 390,000 compounds, 1% hits | AID 588590; note: potency is the fitted concentration of half-maximal effect
Target sequence (Q9UNA4 whole entry, looked up): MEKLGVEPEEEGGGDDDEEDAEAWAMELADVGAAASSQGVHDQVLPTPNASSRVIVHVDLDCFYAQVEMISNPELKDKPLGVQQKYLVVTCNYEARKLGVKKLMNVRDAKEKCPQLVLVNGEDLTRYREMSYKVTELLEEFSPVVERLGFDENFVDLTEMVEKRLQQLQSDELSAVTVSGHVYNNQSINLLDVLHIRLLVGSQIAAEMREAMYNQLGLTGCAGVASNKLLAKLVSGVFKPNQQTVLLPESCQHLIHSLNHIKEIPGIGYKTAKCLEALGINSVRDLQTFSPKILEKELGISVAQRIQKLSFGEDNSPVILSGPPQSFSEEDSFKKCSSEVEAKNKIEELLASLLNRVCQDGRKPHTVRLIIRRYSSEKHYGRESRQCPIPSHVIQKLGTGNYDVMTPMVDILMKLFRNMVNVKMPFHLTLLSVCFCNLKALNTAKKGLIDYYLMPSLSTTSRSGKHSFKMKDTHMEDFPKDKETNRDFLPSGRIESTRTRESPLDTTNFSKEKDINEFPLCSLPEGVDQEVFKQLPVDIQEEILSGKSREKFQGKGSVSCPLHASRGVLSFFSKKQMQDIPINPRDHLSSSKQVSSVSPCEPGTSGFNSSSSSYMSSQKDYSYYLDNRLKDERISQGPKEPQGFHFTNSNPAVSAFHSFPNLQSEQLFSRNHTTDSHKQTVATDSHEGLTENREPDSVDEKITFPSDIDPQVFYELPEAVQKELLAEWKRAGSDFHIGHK
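Pol iota at 10 nM preincubated 15 min with compounds at room temperature; reaction started with fluorescent substrate, 50 nM final. Fluorescence read kinetically at 0 and 10 min; buffer-only wells as negative control.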
Anesthetic bind: candidate novel general anesthetic via apoferritin binding; P02791; Potency, µM (doses to about 77.5 µM), without a hit: at the highest dose activity change, negative = displacement, actives largely listed as inhibitors; AID 485281; 350,000 compounds, 0.074% hits; apoferritin/1-aminoanthracene competitive binding, fluorescence; note: potency is the fitted concentration of half-maximal effect; % is set by controls: 0 for no effect and ±100 for the full control effect; nearly all actives have a fitted effect of over 20% in size
Target sequence (P02791 2-175 limits assumed): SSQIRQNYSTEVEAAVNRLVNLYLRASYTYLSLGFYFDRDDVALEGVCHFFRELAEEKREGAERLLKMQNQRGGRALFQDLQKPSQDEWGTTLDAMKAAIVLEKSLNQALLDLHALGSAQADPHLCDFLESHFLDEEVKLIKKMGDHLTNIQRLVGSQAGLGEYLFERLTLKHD
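10 uM apoferritin + 50% sat. 1-AMA, PBS; cpd 10 min RT; Ex380/Em535 endpoint; normalized to free probe vs complex; 4-param Hill fit; propofol titration as pos. ctrl.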
APEX1 inh: inhibitors of human APE1 endonuclease. P27695. Potency, µM (titrated, usually from 65.8 µM), for the others: at the highest dose activity change, negative = inhibition, actives largely listed as inhibitors. recombinant APE1, TAMRA/BHQ-2 abasic DNA cleavage fluorescence. AID 2517. 350,000 compounds, 0.35% hits;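 note: potency is the fitted concentration of half-maximal effect; plate controls were vehicle for no effect and reference inhibitor for full effect; nearly all actives have a fitted effect of over 55% in size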
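Endonuclease cleavage of a quenched abasic-site DNA duplex (50 nM) by APE1 (0.75 nM) was tracked by TAMRA dequenching. Compounds were preincubated with enzyme 15 min at room temperature; data normalized to buffer-only and DMSO wells plus NSC13755 control.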
The depositor's hits bear a star; ? = inconclusive; . = no result given; & = joins results of further samples; [ ] = remark or other dose. Unless noted, calls come from the whole dose curve; as a rule, active = well fitted curve in the direction sought with a large enough effect; inconclusive = small, poorly fitted or top-dose-only effect, or another doubt; inactive = no such curve, though single readings can be large; an effect the other way counts as inactive or inconclusive.

Values run as follows: ALOX12 inh, POLK inh, ERG-DNA inh, TRHR ag, BLM inh, POLB inh, POLI inh, Anesthetic bind, APEX1 inh
O=C(CC1CCCCC1)Nc1ccc(-c2ccc3nncn3n2)cc1
 : 0%, -9%, -3%, -0.4, -7%, -4%, ?, -10%, -8%
COc1ccc2c(c1)c1c(c(=O)n(-c3cccc(Cl)c3)c(=O)n1C)n2C
 : -17%, -2%, 3%, 0.1, -12%, 3%, -12%, 5%, .
O=Cc1ccc(C(=O)O)cc1
 : 3%, -8%, 10%, -0.3, ., ., -15%, ., 18%&2%
CC12CCC(=O)N1C(C(=O)OCC(=O)Nc1ccc(C(F)(F)F)cc1)CS2 (centres undefined)
 : 50%[activator], 7%, 6%, 1.8, ., ., 7%, ., 42%
O=C(NCc1cccnc1)c1ccc(COc2ccc(Cl)cc2)cc1
 : -4%, 0%, -9%, -0.8, -9%, 3%, 15%, ?, 4%
N#Cc1c(-c2ccccc2)ccn(Cc2cccc(Cl)c2)c1=O
 : ?, -12%, -7%, ., -7%, 16%, 9%, ?, 3%
O=C1OC(NCc2cccnc2)(c2ccc(Cl)cc2)c2ccccc21 (centres undefined)
 : 9%, -15%, 9%, 0.4, -4%, 16%, 91%[activator], -9%, -1%
COc1ccc(C2CCCN2C(=O)Nc2ccc(F)cc2)cc1OC (centres undefined)
 : -5%, -19%, -2%, 0.2, -1%, -27%, 11%, -8%, 0%
CN(C)c1ccc(CNC2CC(C)(C)NC(C)(C)C2)cc1
 : -11%, -8%, 4%, -0.1, 5%, 1%, -6%, 5%, -1%
CCOC(=O)c1ccccc1NC(=O)CCc1c(C)nc2c(c1C)c(=O)n(C)c(=O)n2C
 : -13%, 1%, 2%, -0.2, -2%, 17%, 33%[activator], -3%, .
COc1ccc(Cn2c(-c3ccco3)nc3c(c(=O)c4ccccc4n3C)c2=O)cc1
 : 359%[activator], -6%, 2%, -1.0, -1%, ?, -25%, -9%, -6%
Cc1ccc(NC(=O)C(C)[n+]2ccccc2)cc1[N+](=O)[O-] (centres undefined)
 : 9%, -5%, 19%, 0.5, 0%, 32%, 114%[activator], -5%, -3%
Cc1ccccc1NC(=O)N1CCCC1C(=O)NCc1cccs1 (centres undefined)
 : 365%[activator], -7%, 5%, -0.3, 1%, 36%, 4%, -8%, 0%
Nc1cccc(-c2cn(-c3cc4cc(C#CC5(O)CCCCC5)ccc4oc3=O)nn2)c1
 : ?, 3%, -1%, -0.2, ., ., 16%, ., -11%
O=C1C=C(c2cccs2)C[C@H](c2ccccc2)[C@H]1n1nnc([N+](=O)[O-])n1
 : ?, -9%, 0%, -0.7, -1%, 54%, 0%, -13%, 2%
O=S(=O)(c1ccc2nc(N3CCN(c4ccccc4)CC3)ccc2c1)N1CCCCC1
 : -17%&-19%, -7%&-7%, 4%&-4%, 0.3&-0.5, 0%&-13%, 2%&11%, -17%&-6%, 1%&27%, 7%
CCc1ccccc1OCC(=O)N(CC)CC(=O)NCc1ccc(F)cc1
 : -1%, 14%, -1%, -0.3, 6%, 17%[57.1 µM], 34%[activator], -3%, -5%
COCC(C)NCc1ccccc1C (centres undefined)
 : ?, -1%, -4%, -0.8, 0%, 1%, 1%, -15%, 0%
CN1CCN(C(=O)c2ccc(N(Cc3ccccc3Cl)S(C)(=O)=O)cc2)CC1
 : 0%, -16%, -6%, 0.2, -2%, -17%, -14%, -15%, -1%
CS(=O)(=O)c1cnc(-c2cccnc2)nc1N
 : -3%, 7%, -9%, 1.3, -12%, ?, 23%, -2%, -3%
O=C(Nc1ccccc1)O[C@@H]1C[C@H]2CCC(=O)N3CC[C@@H](C1)[C@@H]23
 : ., -14%, ., 0.3, -3%, 21%, 16%, -9%, 10%
CC12CCC(C(=O)Nc3cccc(NC(=O)C45CCC(C)(C(=O)O4)C5(C)C)n3)(OC1=O)C2(C)C
 : -2%, -5%, -4%, -0.2, -2%, 0%, 5%, -11%, -2%
COc1cccc(-c2nnc(SCC(=O)N(C)C3CCCCC3)o2)c1
 : -10%, 3%, -3%, -0.6, -2%, 0%, 3%, ?, .
O=C(Nn1cnnc1)c1cc(Cl)cc(Cl)c1
 : 4%&-28%, -13%, -1%, 0.5, -1%, 6%, 17%, 3%, -16%
CS(=O)(=O)N(CC(=O)N1CCCC1)Cc1ccccc1
 : 0%, -11%, 4%, 1.2, -5%, ?, 129%[activator], ?, 3%
Cc1ccc(Nc2nnc(-c3ccc(C)c(S(=O)(=O)N4CCOCC4)c3)c3ccccc23)cc1
 : -1%, -24%, 0%, -0.6, -5%, -8%, -2%, -3%, .
c1ccc2c(c1)nnn2-c1ncnc2sccc12
 : 9%, -9%, 20%, 0.8, 2%, 0%, 52%[activator], -4%, -3%
C=CCNC(=S)N/N=C(\C)c1cccnc1
 : -5%, -13%, 6%, -0.1, -2%, 1%, 127%[activator], -4%, 4%
Cc1cc(/C=C(\C#N)C(=O)OCC(=O)Nc2ccc(OC(F)F)cc2)c(C)n1CC(C)C
 : 9%, -4%, ., 0.9, 3%, -8%, 2%, 32%[activator], 1%
O=C(O)c1ccc(S(=O)(=O)N2CCC3(CC2)CC(=O)c2ccccc2O3)cc1
 : -1%, 0%, -12%, 0.2, ., ., 8%, ., -12%
CCCNC(=O)c1ccc(N2CCC3(CC2)CC(c2ccc(Cl)cc2)=NO3)c([N+](=O)[O-])c1
 : -13%, -9%, 0%, 0.1, -4%, 0%, ?, -7%, 53%[activator]
COc1cc(CN(CCc2c(C)[nH]c3ccc(C)cc23)C(=S)NC(C)(C)C)cc(OC)c1OC
 : 2%, -5%, -5%, 0.8, 1%, 11%, -6%, -4%, -2%
Cc1cc(S(=O)(=O)N(Cc2ccccc2)Cc2ccc(N(C)C)cc2)ccc1-n1cnnn1
 : -7%, 0%, -7%, 0.0, -8%, 17%, 2%, -14%, -7%
COc1cc(/C=N\NC(=O)C2CC3C=CC2C3)ccc1O (centres undefined)
 : 2%, 1%, ., 1.8, -3%, 17%, 8%, -1%, 0%
COC/C=C/C1=CC2=CC(=O)C(C)(OC(=O)c3cnc4ccccc4n3)C(=O)C2=CN1Cc1ccco1 (centres undefined)
 : ?, -40%, -17%, ., -16%[12.4 µM], ., ?, ., 1%[12.4 µM]
COc1ccc(C(=O)N2CCc3c([nH]c4ccccc34)C2C(F)(F)F)cc1 (centres undefined)
 : 159%[activator], -5%, -11%, 2.4, -9%, -14%, 8%, -14%, -1%
COC(=O)c1sc2nc(C)cc(-c3ccccc3)c2c1N
 : -15%, -6%, -1%, 0.1, -4%, 14%, 11%, 5%, 3%
CCOP(=O)(c1c(F)c(F)c(F)c(F)c1F)C1(O)CCCCC1 (centres undefined)
 : 15%, -7%, 10%, 0.3, -2%, -17%, 6%, -18%, 0%
CCCNC(=O)CSc1c2c(nc3ccc(Cl)cc13)CCCC2
 : 0%, 4%, 7%, -0.3, 0%, -1%, 19%, -1%, .
COc1ccc(N=Cc2c(O)[nH]c3ccccc23)cc1OC
 : ?, -23%, -3%, -0.9, -12%, -9%, 3%, 4%, -11%
COC(=O)CN(c1nc(C)cc(OC)n1)S(=O)(=O)c1ccccc1
 : 138%[activator], -14%, 8%, -0.6, -1%, -9%, 2%, -10%, 0%
COc1ccc(C2NC(=O)N(C)C3=C2C(=O)N(c2cccc(Cl)c2)C3)cc1 (centres undefined)
 : -11%, -24%, 0%, -0.9, 3%, -9%, -8%, 5%, .
CCOC(=O)N1CCc2c(sc3c2c(=O)n(Cc2ccccc2)c(=O)n3CC(=O)Nc2cccc(C)c2)C1
 : ?, -3%, 1%, 0.2, -2%, 3%, 23%, 26%, .
CSc1ccc(CN2CCN(C3CCCC3)C(CCO)C2)cc1 (centres undefined)
 : 2%, 9%, -5%, -0.3, 0%, 39%, -4%, -3%, 11%
COCCN(C(=S)Nc1c(C)cccc1C)C(C)c1ccco1 (centres undefined)
 : 2%, 1%, 4%, -1.2, -2%, 0%, 27%, -6%, -2%
CCOC(=O)CCSc1nc(-c2ccc3c(c2)OCO3)cc(C(F)(F)F)c1C#N
 : ?, -9%[60.1 µM], ., -0.8, -5%, 48%, ?, -15%, 2%
Cc1cccc(NC(=O)CSc2nc3ccccc3c3nc(CCn4cncc4C)nn23)c1
 : 1%, 3%[60.1 µM], 1%, -0.4, 4%, -9%, 21%, ?, .
CCCCOC(=O)c1ccc(NC(=O)CSc2nc3c(c(=O)[nH]2)CCCC3)cc1
 : ?, 5%, 0%, -0.2, -8%, 2%, 24%, -5%, .
Cc1ccc(-c2nnc(-n3nc(C)cc3C)c3ccccc23)cc1
 : -9%, -4%, ., -1.8, 2%, 10%, 9%, -8%, 20%
Cc1noc(/C=C/N(C)C)c1S(=O)(=O)N1CCCC(C(=O)NC2CCCCC2)C1 (centres undefined)
 : -7%, -9%, -7%, 0.4, -2%, 16%, -13%, 6%, 7%
Cc1c(C(=O)n2cnc3ccccc32)cccc1[N+](=O)[O-]
 : 1%, -4%, 11%, 0.6, 0%, 0%, -2%, -14%, 21%
CCOCCCN(Cc1ccco1)C(=O)c1cc2c(=O)[nH]c3ccc(C)cc3c2s1
 : 9%&-15%, -7%&-11%, 11%&-8%, -0.5&1.2, -2%&3%, 4%&-2%, 6%&32%, -11%&36%, -6%
CC1CCN(c2ccc(NC(=O)Cc3ccccc3)cc2)CC1
 : -4%, -24%, 23%, -0.4, -3%, 3%, -7%, -14%, 9%
Cc1cc(C)cc(N(CC(=O)N2CCC(C)CC2)S(C)(=O)=O)c1
 : -9%, -11%, -18%, -0.2, -1%, 1%, 36%[activator], -1%, 2%
COc1ccc(S(=O)(=O)c2cc(NS(=O)(=O)c3ccc(Cl)cc3)c(C)c(C)c2O)cc1
 : -31%, -6%, 0%, -0.9, 2%, 12%, 8%, -5%, .

High-throughput results (PubChem)

The list is partial; count on the stated rates, not on these rows.
